Screening results from PubChem.
GC-A act: GC-A stimulated cGMP production enhancers – HEK293 GC-A cells, cGMP TR-FRET, EC30 ANP, primary screen; activation, % at 10 µM; 0% at EC30 ANP, 100% saturating ANP; 0.14% of 370,000 active; AID 1671463, 2021; in the data active = activation above about 40%
hgDAF-12 ag: H. glycines DAF-12 receptor agonists, primary screen, cell-based, luminescence, HEK293, GAL4 fusion, UAS-luciferase. Nuclear hormone receptor DAF-12 (Heterodera glycines), GAL4 fusion. HEK293 GAL4-hgDAF12 UAS-luciferase reporter, agonist luminescence; normalized to butyrate control. activation, % at 6.8 µM. 1.8% of 370,000 active. AID 687014, 2013;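 active = activation above a cutoff set at the mean of all screened compounds plus 3 SD, cut at about 10% in these data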;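 also: 0% = DMSO wells and 100% = sodium butyrate wells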
DAX1 inh-1: DAX1 (NR0B1) inhibitors, primary screen, cell-based, HEK293, Gal4-DAX1, luciferase luminescence | Nuclear receptor subfamily 0 group B member 1 (Homo sapiens), P51843 | inhibition, % at 6.75 µM | AID 504766, 2011 | HEK293 Gal4-DAX1 luciferase reporter | 0.99% of 340,000 active;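 active = inhibition above the mean over all tested compounds plus 3 SD, cut at about 4.2% in these data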;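 also: 0% = DAX1-transfected cells with DMSO and 100% = empty-vector control cells with DMSO; inhibition shows as a rise in luminescence from relieved DAX1 repression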
Target sequence (P51843 207-470 limits assumed): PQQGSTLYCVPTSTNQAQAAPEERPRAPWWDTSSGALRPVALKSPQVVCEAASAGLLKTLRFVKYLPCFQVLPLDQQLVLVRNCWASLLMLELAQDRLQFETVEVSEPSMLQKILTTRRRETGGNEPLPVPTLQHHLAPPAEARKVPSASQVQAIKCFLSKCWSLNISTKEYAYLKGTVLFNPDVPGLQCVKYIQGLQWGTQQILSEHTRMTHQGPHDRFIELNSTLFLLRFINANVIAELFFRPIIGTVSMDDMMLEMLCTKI
PG9 binder: binders of HIV-1 gp120 antibody PG9, primary screen, biochemical, TR-FRET | HIV-1 gp120 / PG9 antibody interaction | TR-FRET gp120-PG9 antibody binding | inhibition, % at 6.7 µM | 0.43% of 360,000 active; in the data active = inhibition above about 8.5%
hcDAF12 agonist: H. contortus DAF-12 nuclear receptor activators, primary screen, cell-based, luminescence, HEK293, lit1-tk-luc reporter | HEK293 hcDAF-12 lit1-tk-luc reporter; 0% DMSO, 100% Δ7-dafachronic acid | activation, % at 6.8 µM | 1.4% of 370,000 active | AID 652067, 2013;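 active = activation above the mean of all tested compounds plus 3 SD, cut at about 5.5% in these data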;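 also: 100% = response to 3 µM Δ7-dafachronic acid high control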
ssDAF12 agonist: S. stercoralis DAF-12 nuclear receptor activators, primary screen, cell-based, luminescence, HEK293, GRIP1 co-expression, lit1-tk-luc. Nuclear hormone receptor DAF-12 (Strongyloides stercoralis). 1% of 370,000 active. activation, % at 6.8 µM. HEK293 ssDAF-12/GRIP1 lit1-tk-luc reporter; % of 3 µM dafachronic acid response;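 active = activation above the mean over all tested compounds plus 3 SD, cut at about 0.9% in these data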;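 also: 0% = DMSO-only wells and 100% = 3 µM delta7-dafachronic acid wells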
DAX1 inh-2: DAX1 (NR0B1) inhibitors on StAR promoter, primary screen, cell-based, luminescence, SF-1 (NR5A1), full-length DAX-1 | HEK293T StAR-luciferase reporter, SF-1/DAX-1 repression relief | inhibition, % at 6.8 µM | 1.1% of 370,000 active | AID 652010, 2013;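 active = inhibition above the mean over all tested compounds plus 3 SD, cut at about 3.6% in these data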;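 also: 0% = DAX-1 cells with DMSO and 100% = cells lacking DAX-1 with DMSO; higher inhibition means more luminescence from relief of DAX-1 repression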
ADAM17 inh: ADAM17 inhibitors, primary screen, biochemical, QFRET. Disintegrin and metalloproteinase domain-containing protein 17 (Homo sapiens), P78536. recombinant ADAM17, EDANS/DABCYL FRET peptide cleavage. inhibition, % at 6.95 µM. 0.83% of 370,000 active. AID 720648, 2013;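 active = inhibition above the mean of compounds lying between control limits plus 3 SD, set per campaign, cut at about 8.5% in these data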;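 also: 0% = DMSO-only wells as the low control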
Target sequence (P78536 215-824 limits assumed): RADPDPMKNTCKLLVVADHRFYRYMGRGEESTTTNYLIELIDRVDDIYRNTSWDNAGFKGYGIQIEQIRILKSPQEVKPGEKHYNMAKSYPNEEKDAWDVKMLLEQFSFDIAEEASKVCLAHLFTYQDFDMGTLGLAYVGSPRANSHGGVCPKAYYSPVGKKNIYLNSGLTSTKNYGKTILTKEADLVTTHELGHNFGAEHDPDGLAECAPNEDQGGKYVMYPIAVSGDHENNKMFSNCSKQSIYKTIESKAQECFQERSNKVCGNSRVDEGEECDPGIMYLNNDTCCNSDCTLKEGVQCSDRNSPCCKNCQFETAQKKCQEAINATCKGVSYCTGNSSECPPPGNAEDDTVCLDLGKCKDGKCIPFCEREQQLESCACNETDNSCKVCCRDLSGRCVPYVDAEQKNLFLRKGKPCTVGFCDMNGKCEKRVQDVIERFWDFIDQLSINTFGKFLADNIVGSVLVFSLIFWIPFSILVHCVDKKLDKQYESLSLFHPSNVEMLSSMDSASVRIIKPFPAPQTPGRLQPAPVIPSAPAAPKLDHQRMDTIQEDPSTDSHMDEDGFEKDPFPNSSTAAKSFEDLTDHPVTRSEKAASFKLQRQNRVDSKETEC
ADAM10 inh: human ADAM10 inhibitors, primary screen, biochemical, QFRET, HTS. recombinant ADAM10, EDANS/DABCYL FRET peptide cleavage, 3 h. 0.62% of 370,000 active. inhibition, % at 7 µM. Disintegrin and metalloproteinase domain-containing protein 10 (Homo sapiens), O14672;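 active = inhibition above a per-campaign cutoff equal to the mean of compounds falling between control-based bounds plus 3 SD, cut at about 20% in these data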;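 also: 0% = DMSO wells while the 100% control is not disclosed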
GAA850 FXN act: FXN promoter activators, primary screen, cell-based, luciferase luminescence, HEK293 lucGAA850; HEK293 lucGAA850 FXN promoter luciferase reporter, 24 h; percent of 10 µM SAHA response; activation, % at 6 µM; 0.56% of 360,000 active; AID 540364, 2011;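 active = activation above the average of all compounds screened plus 3 SD, cutoff fixed separately per campaign, cut at about 7.5% in these data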;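 also: 0% = DMSO wells and 100% = 10 µM SAHA wells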
SMARCA2 activ: SMARCA2 (BRM) function activators, primary screen, cell-based, luminescence, high throughput; MG213 cells, MMTV-luciferase reporter, dexamethasone, overnight; activation, % at 9.1 µM; 1% of 370,000 active; AID 652017, 2013; in the data active = activation above about 7.8%;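 also: 0% = vehicle wells and 100% = reference activator wells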
* marks the source's active call; other numbers are inactive results; . = not tested or not shown.

SMILES | GC-A act | hgDAF-12 ag | DAX1 inh-1 | PG9 binder | hcDAF12 agonist | ssDAF12 agonist | DAX1 inh-2 | ADAM17 inh | ADAM10 inh | GAA850 FXN act | SMARCA2 activ
CC1CCC(NC(=O)COC(=O)c2cccnc2Cl)CC1 (configuration not stated) | 4 | 4.3 | -0.3 | -1.9 | 0.1 | -1.3 | 0.3 | 0 | 4 | 0.9 | 0
O=C(COC(=O)C1(c2ccccc2F)CCCC1)Nc1ncc(C(F)(F)F)cc1Cl | 0 | -1.6 | -1.2 | 1.7 | -1.1 | -0.8 | 0.3 | 4 | 6 | -1.1 | -1
O=C(O)CC(NC(=O)C(c1ccccc1)c1ccccc1)c1cccc([N+](=O)[O-])c1 (configuration not stated) | -3 | -3.2 | 0.6 | 0.8 | 1.9 | -1.6 | 0.3 | 0 | -8 | 2.7 | -3
O=C(CSc1nc2[nH]ncc2c(=O)n1-c1ccccc1Br)NCc1ccccc1Cl | -7 | -4.6 | -0.6 | -0.9 | -0.3 | -2.1 | 0.2 | -1 | -2 | -0.1 | -3
CC(C)(CO)CNC(=O)c1ccc(OC2CCN(C(=O)C3CC3)CC2)cc1 | -2 | 0.3 | 0.6 | 1.1 | -1.2 | -1.0 | -0.6 | -4 | 13 | 2.0 | -2
Cc1csc2c(N3CCN(C(=O)NC(C)(C)C)CC3)ncnc12 | 1 | -3.7 | -0.4 | -0.5 | -2.5 | -1.7 | -0.2 | -5 | -5 | 1.6 | -3
Cc1ccc(-n2ncc3c(=O)[nH]c(SCC(=O)N4CCC(C)CC4)nc32)cc1C | 11 | 0.2 | 0.5 | 2.2 | -1.7 | -1.8 | -0.6 | -1 | -19 | 2.0 | -6
C/C(=N\OC(=O)c1ccccc1F)c1nccs1 | -3 | 1.0 | -0.5 | -1.2 | 0.9 | -1.5 | -0.3 | -3 | -5 | 0.6 | -2
CC[C@]12c3[nH]c4ccc(Cl)cc4c3CCN1C(=O)[C@@H](CC(=O)NCc1ccc(OC)c(OC)c1)C[C@@H]2C(=O)N1CCN(C(=O)C2CC2)CC1 | 4 | -0.9 | 0.7 | 0.3 | -1.7 | -0.9 | -0.3 | 0 | 1 | -1.8 | -2
Cc1ccccc1OCC(=O)OCC(=O)NC1CCCC1 | -1 | 1.0 | 0.8 | 0.4 | 0.8 | -0.9 | -0.5 | -4 | -2 | 0.1 | 0
COc1ccc(NC(=O)Cn2cc(C(=O)c3ccco3)c3ccccc32)cc1 | 0 | -3.5 | -1.8 | 0.1 | 0.0 | -0.9 | -1.0 | 1 | 6 | -1.0 | -4
COc1ccc(NC(=O)C(NC(=O)OC(C)(C)C)C(C)OCc2ccccc2)cc1 (configuration not stated) | -5 | -1.7 | 1.1 | -0.6 | 1.4 | -1.3 | -1.0 | -1 | 1 | -3.5 | 6
OCc1nc2ccccc2n1/N=C/c1cccs1 | 0 | -1.6 | 0.0 | -0.4 | -1.4 | -1.8 | -0.6 | -1 | 1 | -1.4 | -6
COc1ccccc1C(=O)Nc1cc(C)c(OCC(=O)N2CCOCC2)c(C)c1 | -3 | 0.6 | 1.4 | -1.5 | -0.8 | -1.5 | -2.1 | -1 | 11 | 1.1 | -2
COc1cccc(/C=C2\CC(C)Cc3c2nc2ccccc2c3C(=O)O)c1OC (configuration not stated) | 1 | -1.8 | 0.3 | -1.6 | -2.5 | -1.5 | -0.4 | -4 | -10 | -1.1 | -2
COc1ccccc1CNC(=O)COC(=O)C12CC3CC(CC(O)(C3)C1)C2 | 0 | -0.9 | 2.3 | 0.1 | -0.6 | -0.7 | -1.3 | -3 | -8 | 2.1 | -2
CSCCC(NC(=O)/C(=C\c1ccco1)NC(=O)c1ccco1)C(=O)O (configuration not stated) | 0 | 1.8 | 0.4 | -1.5 | 0.8 | -1.0 | -0.1 | -6 | -9 | 0.1 | -2
O=C(c1cc2c(s1)-c1ccccc1OC2)N1CCN(c2ccccc2)CC1 | 0 | 0.0 | 1.6 | -0.6 | 2.7 | -1.0 | 0.0 | -62 | -238 | 0.6 | -1
Cc1nnc(NC(=O)c2cccc(S(=O)(=O)N(C)c3cccc(Cl)c3)c2)s1 | -1 | -0.4 | 1.1 | 1.0 | -0.9 | -1.2 | -1.6 | -1 | -12 | -0.8 | -1
O=C(O)C1C2CCC(C2)C1C(=O)NCCC1=CCCCC1 (configuration not stated) | 1 | 0.6 | -0.3 | -0.7 | 2.0 | 0.2 | 0.3 | -1 | 1 | -0.1 | -3
CCCOc1ccc(CCC(=O)N/N=C/c2ccc([N+](=O)[O-])o2)cc1 | 1 | -5.4 | -3.6 | -1.7 | -3.2 | -1.8 | -1.6 | -2 | -3 | -0.3 | -5
CC(=O)c1cc(C)c(OCc2cn(CC(=O)c3ccc(O)cc3)nn2)c(C)c1 | 1 | 2.4 | -1.1 | -1.5 | -1.2 | -0.8 | -0.6 | -1 | -1 | -0.7 | 1
CCOc1ccc(N(CC(=O)N2CCOCC2)S(=O)(=O)c2ccc(Cl)cc2)cc1 | 4 | -1.8 | -1.0 | -0.1 | 1.4 | -1.3 | -0.3 | -1 | -1 | 0.6 | 0
CCOc1nc(C)cc(COC)c1C(N)=O | 1 | 5.4 | -0.4 | 0.0 | -1.5 | -1.5 | -0.3 | -7 | 0 | 0.0 | -3
COc1ccc(NC(=O)C2C3C=CC(C3)C2C(=O)NCc2ccccn2)c(OC)c1 (configuration not stated) | -2 | -1.2 | 0.0 | 1.6 | -1.0 | -0.9 | -0.2 | 6 | 11 | 0.8 | -5

Among those listed so far, these contain a tert-butyl group:
SMILES | GC-A act | hgDAF-12 ag | DAX1 inh-1 | PG9 binder | hcDAF12 agonist | ssDAF12 agonist | DAX1 inh-2 | ADAM17 inh | ADAM10 inh | GAA850 FXN act | SMARCA2 activ
Cc1csc2c(N3CCN(C(=O)NC(C)(C)C)CC3)ncnc12 | 1 | -3.7 | -0.4 | -0.5 | -2.5 | -1.7 | -0.2 | -5 | -5 | 1.6 | -3
COc1ccc(NC(=O)C(NC(=O)OC(C)(C)C)C(C)OCc2ccccc2)cc1 (configuration not stated) | -5 | -1.7 | 1.1 | -0.6 | 1.4 | -1.3 | -1.0 | -1 | 1 | -3.5 | 6

Continuation:
SMILES | GC-A act | hgDAF-12 ag | DAX1 inh-1 | PG9 binder | hcDAF12 agonist | ssDAF12 agonist | DAX1 inh-2 | ADAM17 inh | ADAM10 inh | GAA850 FXN act | SMARCA2 activ
COc1ccc(Cn2nc(C(=O)O)c3ccccc3c2=O)cc1F | 8 | 0.0 | 1.6 | -0.4 | -0.5 | -1.3 | -0.1 | -3 | 2 | 3.7 | -2
CCCNC(=O)C1(C)CCCN(C(=O)c2c(C)noc2C)C1 (configuration not stated) | 2 | -1.9 | . | 0.2 | -1.2 | -1.5 | 0.8 | -7 | -13 | -2.8 | 0
O=C(CN1C(=O)NC(c2ccccc2)(c2ccccc2)C1=O)Nc1ccc2[nH]c(=O)[nH]c2c1 | 1 | 0.9 | 2.1 | 1.2 | -2.2 | -1.4 | 0.3 | -3 | -5 | 2.1 | -3
CCOc1cc(S(=O)(=O)N2CCCCC2)ccc1F | 2 | 1.1 | 1.0 | 1.8 | -0.2 | -1.4 | 0.1 | -1 | -2 | 0.1 | -1
O=S(=O)(NCCC1=CCCCC1)c1ccccc1Cl | -1 | 3.4 | -0.4 | 0.9 | -1.1 | -1.2 | 0.8 | 1 | -5 | 3.4 | -1
COC(=O)C1=C(C)NC(=S)NC1c1ccc(Br)cc1 (configuration not stated) | 4 | -3.0 | . | -0.6 | 2.5 | -1.3 | 0.1 | -1 | 2 | . | -3
CN1CCN(C(=S)Nc2ccc([N+](=O)[O-])cc2)CC1 | 0 | -0.7 | -0.3 | -0.2 | -2.1 | -0.7 | -0.2 | 7 | 10 | 0.4 | 2
O=[N+]([O-])c1cccc(COc2cccc(CO)c2)c1 | 2 | 8.6 | 1.2 | 0.6 | 0.2 | -0.7 | 1.5 | 8 | 5 | 1.5 | -1
COc1cccc(-n2ccnc2SCC(=O)Nc2nccs2)c1 | -6 | 4.4 | 0.5 | 0.1 | 0.5 | -0.8 | 0.1 | -3 | 8 | 1.7 | 6
CCOC(=O)c1sc(NC(=O)CCN2C(=O)c3ccccc3C2=O)c(C(=O)OCC)c1C | 4 | 5.0 | -0.5 | 4.2 | -1.9 | 0.0 | 0.3 | 1 | 1 | 2.7 | 2
CC(=O)N1CCc2ccc([N+](=O)[O-])cc21 | 1 | -1.1 | -0.5 | -1.1 | -2.1 | -1.5 | -2.9 | -1 | 0 | -0.8 | 3
CCCN1CCC(=O)N([C@H](CSc2ccc(C)cc2)CC(C)C)CC1 | -1 | 4.9 | 3.5 | -0.7 | 1.4 | -0.9 | 1.1 | -5 | 2 | 1.3 | 8
COc1ccccc1N(CC(O)Cn1c(C)nc2ccccc21)S(=O)(=O)c1ccccc1 (configuration not stated) | -7 | -1.3 | -0.4 | 0.5 | 0.9 | -1.3 | -0.1 | -1 | -4 | -1.9 | -5
Cc1cc(NC(=O)C(C)C)ncc1NC(=O)CCc1ccccc1 | -1 | 0.3 | -0.5 | -0.5 | -1.2 | -1.1 | -0.8 | -2 | 10 | -1.8 | 4
O=C(Cn1cc[n+](CC(=O)c2ccccc2)c1)c1ccccc1 | 3 | 1.4 | 0.6 | 1.1 | -1.8 | -1.1 | 0.0 | 4 | 0 | 2.3 | 0
O=C(NCC1CCCO1)C(=O)N/N=C\c1ccc2c(c1)OCO2 (configuration not stated) | 2 | 1.4 | 2.0 | 0.5 | -1.5 | -1.4 | -0.2 | -2 | 0 | 0.4 | 6
CSc1ccc(/C=C2/C(=N)N3N=C(CC(=O)N4CCCC4)SC3=NC2=O)cc1 | 1 | 2.1 | 0.7 | -0.2 | 1.5 | -1.4 | 0.1 | -10 | -28 | 0.2 | 0
CCCCOC(=O)n1c(=S)oc2cc(Cl)ccc21 | 6 | 5.9 | -0.5 | 1.8 | 1.8 | -0.6 | 0.6 | -2 | -2 | -0.6 | -3
O=C(NCC(c1ccco1)N1CCc2ccccc21)C(=O)Nc1ccccc1 (configuration not stated) | 2 | -0.7 | 2.0 | -0.9 | -1.1 | -0.7 | -2.1 | -2 | 2 | 1.0 | 3
CC(C)CN(C(=O)COC(=O)CSc1ccc(Br)cc1)C1CCS(=O)(=O)C1 (configuration not stated) | -1 | -0.2 | 2.5 | 0.3 | 0.6 | -0.5 | 0.9 | -4 | 0 | 1.6 | 0

An unsorted share of the library, and some 6.8% of all compounds hit somewhere here.
